Source: PubChem
FH mod: Identification of activators of human fumarate hydratase by quantitative high-throughput screening; FH coupled MDH/diaphorase resazurin fluorescence, 15 min; Potency, µM (series often up to 79.9 µM), inactives show top-dose activity change, negative = inhibition, actives largely listed as inhibitors; Fumarate hydratase, mitochondrial (Homo sapiens), P07954; 54,000 tested, 0.22% active; note: potency is the fitted concentration of half-maximal effect; % is set by controls: 0 for no effect and ±100 for the full control effect; the screen sought activators but most active calls are inhibition curves; nearly all actives have a fitted effect of over 45% in size
B2AR arrestin ag: agonists recruiting beta-arrestin to human beta2-adrenergic receptor | P07550 | HTLA Tango cells, beta-arrestin recruitment, luciferase luminescence, 18 h | Potency, µM (series often up to 46.1 µM), for the others: top-dose activation, most hits filed as activators | 44,000 tested, under 10 active | AID 1347077;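 note: potency is the fitted concentration of half-maximal effect; 0% = DMSO and full agonism = EC100 isoproterenol or metaproterenol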
Target sequence (P07550 whole entry, looked up): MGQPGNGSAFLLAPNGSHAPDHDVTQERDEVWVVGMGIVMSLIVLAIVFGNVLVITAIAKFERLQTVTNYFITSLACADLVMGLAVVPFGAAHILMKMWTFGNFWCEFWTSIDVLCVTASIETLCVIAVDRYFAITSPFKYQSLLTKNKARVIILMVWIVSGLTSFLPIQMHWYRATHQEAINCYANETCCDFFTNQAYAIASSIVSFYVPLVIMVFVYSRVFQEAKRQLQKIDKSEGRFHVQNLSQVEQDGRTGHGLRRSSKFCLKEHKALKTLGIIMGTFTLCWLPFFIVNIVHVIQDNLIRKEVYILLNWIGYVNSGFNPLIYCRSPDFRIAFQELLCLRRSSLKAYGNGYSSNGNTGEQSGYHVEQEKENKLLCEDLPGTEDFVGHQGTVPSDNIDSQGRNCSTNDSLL
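Tango cells expressing recombinant beta2-AR and beta-arrestin were treated with compounds (up to 46 microM titration) in DMEM with 1% FBS for 18 hr at 37 degrees C. Beta-arrestin recruitment drove tTA-dependent luciferase, read by luminescence; curves were fitted and classed.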
NTMT1 inh: NTMT1 methyltransferase inhibition. 59,000 tested, 2.5% active. AID 1645870. Potency, µM (titrated, usually from 114 µM), without a hit: at the top dose activity change, negative = inhibition, most hits filed as inhibitors. NTMT1 MTase-Glo SAH luminescence, purified enzyme. Q9BV86;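 note: potency is the fitted concentration of half-maximal effect; plate controls were DMSO vehicle for no effect and no enzyme for full effect; nearly all actives have a fitted effect of over 65% in size; many of its hits are not listed in these tables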
Target sequence (Q9BV86 whole entry, looked up): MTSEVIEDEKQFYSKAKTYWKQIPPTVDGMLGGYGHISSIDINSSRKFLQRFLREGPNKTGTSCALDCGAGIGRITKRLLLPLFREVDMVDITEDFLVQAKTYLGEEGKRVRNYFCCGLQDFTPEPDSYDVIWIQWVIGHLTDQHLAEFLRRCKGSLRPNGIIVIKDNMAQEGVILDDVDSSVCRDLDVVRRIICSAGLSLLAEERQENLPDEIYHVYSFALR
TSG101-PTAP inh: TSG101-PTAP interaction inhibition, HIV-1 budding; Q99816; Fluorescence polarization, FITC-PTAP peptide/Tsg101, 20 min; Potency, µM (titrated, usually from 115 µM), inactives show at the top dose activity change, negative = inhibition, most hits filed as inhibitors; 44,000 tested, under 10 active; note: potency is the fitted concentration of half-maximal effect; 0% is about no effect
Target sequence (Q99816 whole entry, looked up): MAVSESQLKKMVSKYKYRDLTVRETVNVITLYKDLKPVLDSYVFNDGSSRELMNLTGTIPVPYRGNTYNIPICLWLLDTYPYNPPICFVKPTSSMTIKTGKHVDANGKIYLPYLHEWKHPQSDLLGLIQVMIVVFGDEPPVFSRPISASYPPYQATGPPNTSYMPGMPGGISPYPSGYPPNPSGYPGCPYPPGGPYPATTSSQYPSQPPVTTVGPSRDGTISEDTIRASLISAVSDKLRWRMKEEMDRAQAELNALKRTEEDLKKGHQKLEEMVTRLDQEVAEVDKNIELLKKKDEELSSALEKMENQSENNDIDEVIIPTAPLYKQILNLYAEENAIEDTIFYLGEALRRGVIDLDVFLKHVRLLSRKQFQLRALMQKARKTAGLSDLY
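Fluorescence polarization: Tsg101 binding domain (10 uM final) in 10 mM HEPES pH 7.5, 0.15 M NaCl, 0.01% Tween 20, 3 mM EDTA, 0.1 mM TCEP; compounds pinned; FITC-PTAP peptide 50 nM final; 20 min, r.t.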
p53null 39C kill: p53 null cell cytotoxicity, nonpermissive temperature | Potency, µM (highest dose often 46.1 µM), without a hit: at the highest dose activity, negative = cell killing, hits mostly cytotoxic | H1299 p53-null (neo) cells, 39C, ATPlite viability, 24 h | 55,000 tested, 0.97% active;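 note: potency is the fitted concentration of half-maximal effect; 0% = DMSO only and -100% = full killing by 100 µM tamoxifen; nearly all actives have a fitted effect of over 50% in size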
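ATP-luminescence viability readout (ATPlite, 20 min RT) after 24 hr compound treatment at 39C of H1299-neo or H1299-p53A138V cells; titration up to 46 uM; normalized to DMSO and 100 uM tamoxifen; Hill-fit AC50.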
GALK inhibitor: inhibitors of human galactokinase (GALK) | recombinant GALK, Kinase-Glo ATP luminescence, 1 h | Potency, µM (series often up to 57.5 µM), for the others: at the highest dose activity, negative = inhibition, actives largely listed as inhibitors | 44,000 tested, under 10 active;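 note: plate controls were full GALK reaction for no effect and reaction lacking GALK for full effect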
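Luminescent ATP-depletion readout (Kinase-Glo Plus, 10 min) after 1 h RT reaction of 5 nM GALK, 35 uM ATP, 100 uM galactose, pH 8.0 HEPES buffer. Decreased kinase activity scored as inhibition.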
p53null 32C kill: selectivity test: cytotoxicity in p53 null cells, permissive temperature | H1299-neo p53 null cells, ATP luminescence, 24 h, 32C | Potency, µM (highest dose often 46.1 µM), for the others: top-dose activity change, negative = cytotoxicity, usual class: cytotoxic | 55,000 tested, 0.62% active;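 note: potency is the fitted concentration of half-maximal effect; 0% = DMSO only and -100% = full killing by 100 µM tamoxifen; nearly all actives have a fitted effect of over 55% in size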
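Cells lacking p53 (H1299-neo) are plated at 600 per well and allowed to settle overnight at 37C. Test compounds (up to 46 uM) are added and held 24 hours at 32C, then ATP is quantified by luminescence.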
* marks the source's active call; other numbers are inactive results; u = inconclusive; x = no result given; [ ] = dose if it differs, or a comment. Calls come from the whole dose curve; as a rule, active = well fitted curve in the direction sought with a large enough effect; inconclusive = small, poorly fitted or top-dose-only effect, or another doubt; inactive = no such curve, though single readings can be large; an effect the other way counts as inactive or inconclusive. The list is partial. The share of hits here may be higher or lower than overall.

Results follow in this order: FH mod | B2AR arrestin ag | NTMT1 inh | TSG101-PTAP inh | p53null 39C kill | GALK inhibitor | p53null 32C kill
CC(C)(C)c1ccc(C(=O)N2CC(=O)Nc3ccc(F)cc3C2c2ccc(F)cc2)cc1 (centres undefined)
→ -26% | 0% | -2% | -2% | 43%[activator] | -3% | 32%[activator]
CCc1ccc(NC(=O)CSc2cn(CC(=O)N3CCCC3)c3ccccc23)cc1
→ u | 1% | -5% | 1% | -8% | 4% | -8%
Cc1ccc(CSCCNC(=O)CN(c2cccc(C)c2C)S(=O)(=O)c2ccccc2)cc1
→ -17% | -1% | 9% | 1% | 29% | -1% | 17%
CCCOc1ccc(C(=O)N(Cc2ccc(N(C)C)cc2)CC2CCCO2)cc1 (centres undefined)
→ -11% | -2% | -17% | 1% | -19% | 2% | -7%
Cc1ccc(C)c(NC(=O)C2CCCN(S(=O)(=O)c3c(C)noc3/C=C/N(C)C)C2)c1 (centres undefined)
→ -3% | -1% | 14% | 1% | 23% | -2% | 43%[activator]
Cc1ccc(-n2nc3c(N4CCCC(C(=O)NCc5ccc(Cl)cc5)C4)nnc(C)c3c2C)cc1 (centres undefined)
→ -13% | 0% | -22% | 0% | 0% | 3% | 2%
CCOc1ccccc1NC(=O)Cn1c(=O)n(-c2ccc(C)cc2)c(=O)c2c1cnn2C
→ 0% | -2% | -1% | -4% | 10% | 3% | 23%
COc1cc(C(=O)N2CCNC(=O)C2CC(=O)Nc2ccc(C)c(C)c2)cc(OC)c1OC (centres undefined)
→ -2% | -2% | 3% | 0% | x | 6% | x
COCCCNC(=O)CCCCn1c(=O)c2ccccc2n(CC(=O)Nc2ccc(C)cc2C)c1=O
→ 2% | -2% | u | -3% | -6% | -1% | 10%
Cc1cccc(NC(=O)CSC2=Nc3ccccc3C3=NC(CCC(=O)NCc4ccco4)C(=O)N23)c1 (centres undefined)
→ -1% | 0% | -4% | -8% | -24% | 0% | -1%
CCc1ccc(NC(=O)c2cc(CN3CCOCC3)on2)cc1
→ -6% | -1% | 2% | -8% | -18% | 2% | -2%
Cc1cc2c(cc1S(=O)(=O)CCC(=O)N1CCN(c3ccccc3)CC1)OCC(=O)N2
→ -3% | -1% | 15% | -1% | -7% | 0% | 3%
CCc1ccc(S(=O)(=O)c2cn(C)c3cc(F)c(F)cc3c2=O)cc1
→ 3% | 1% | 8% | 1% | -10% | -2% | -4%
CC(=O)c1ccc(N2CCN(S(=O)(=O)c3ccc4c(c3)C(C)(C)C(=O)N4)CC2)cc1
→ -1% | 0% | 15% | -6% | -13% | -2% | -6%
Brc1cccc(CNCCSc2nnnn2-c2ccccc2)c1
→ -6% | -1% | u | 6% | -19% | 1% | -6%
CC(=O)N1CCOc2cc(S(=O)(=O)Nc3cc(C(F)(F)F)ccc3Cl)c(C)cc21
→ -11% | 0% | -4% | -4% | -7% | 2% | 7%
O=C(CCCCCn1c(=O)[nH]c2ccsc2c1=O)NCc1ccccc1
→ -18% | 1% | -3% | -1% | -4% | 7% | 9%
COc1cccc(NS(=O)(=O)c2ccc3c(c2)n(C)c(=O)n3C)c1
→ -11% | -2% | -10% | -5% | -31% | 8% | -13%
Cc1cc(C)cc(NC(=O)c2nnn(Cc3cccc(Br)c3)c2N)c1
→ -4% | -1% | 18% | 1% | -20% | -2% | -2%
O=C(NC1CCN(Cc2ccccc2)CC1)c1ccc(Cn2c(=O)c3ccccc3n(Cc3cccc(F)c3)c2=O)cc1
→ -10% | -2% | -4% | -8% | -10% | -1% | 11%
COc1ccc(Cl)cc1NC(=O)Cn1ncc2c3ccccc3n(Cc3ccccc3)c2c1=O
→ -3% | -4% | 5% | 2% | -19% | 1% | -7%
O=C(CSc1nc2ccccc2n1Cc1ccccc1F)NCc1ccccc1
→ -35% | 0% | 3% | 3% | -2% | 5% | 25%
O=S(=O)(c1ccccc1)c1nc(-c2cccs2)oc1SCc1ccccc1F
→ -26% | 0% | 11% | 10% | -1% | -5% | 5%
CCc1ccc(C(=O)c2cn(CC(=O)Nc3ccc4c(c3)OCCO4)c3ccc(F)cc3c2=O)cc1
→ -2% | -2% | 4% | -4% | -20% | -2% | 3%
COCCCNC(=O)CCC(=O)NNc1nc2ccccc2c2nc(C)nn12
→ 2% | 0% | 6% | -1% | 21% | 10% | -6%
CCc1ccccc1N(c1nc(-c2ccc(OC)c(OC)c2)no1)c1nc(-c2ccc(OC)c(OC)c2)no1
→ 3% | -2% | 13% | -5% | -2% | -1% | -2%
CCc1ccc(-n2c(N3CCN(c4ccc(F)cc4)CC3)nc3ccccc3c2=O)cc1
→ -11% | 0% | -9% | -3% | 17% | 1% | 15%
O=C(NCc1cccs1)c1ccc(CSc2nc3cccnc3n2Cc2ccccc2F)cc1
→ -25% | 2% | 0% | 2% | -9% | 0% | -7%
Cc1ccc(Cl)cc1NC(=O)CN1C(=O)CCc2ccccc21
→ -8% | 0% | u | 1% | -7% | 3% | 13%
Cc1ccc(NC(=O)N2CCN3CCCCC3C2)cc1C (centres undefined)
→ 1% | 0% | -1% | -3% | -2% | 0% | -2%
Cc1cccc(C(=O)Nc2nc3c(s2)CCCC3)c1
→ -18% | -5% | u | -3% | 13µM* | -9% | 13µM*
CCOC(=O)c1ccccc1NC(=O)COc1ccccc1-c1nnc(-c2ccccc2)o1
→ u | 0% | -2% | 2% | 23% | -1% | 25%
CCOC(=O)COc1ccc(F)cc1C(=O)c1ccn2nc(-c3ccc(C)cc3)cc2n1
→ -10% | -1% | 11% | -6% | x | -2% | x
Cc1cc(N2CCC(C)CC2)nc2ccc(NC(=O)CCC(=O)N3CCN(c4cccc(C(F)(F)F)c4)CC3)cc12
→ 1% | 0% | 0% | 2% | 11% | -7% | -4%
Fc1ccc(C(Nc2ccccc2Cl)c2nnc(-c3ccccc3Cl)o2)cc1 (centres undefined)
→ x | -2% | x | 1% | 9% | 3% | 23%
CCN(CC)CCCNC(=O)c1nn(-c2ccc(C)cc2)c(=O)c2c1c1ccccc1n2C
→ 3% | -2% | -7% | -2% | 20% | 6% | 4%
CCC(C)Nc1sc(S(=O)(=O)CC)nc1S(=O)(=O)c1ccc(C)cc1 (centres undefined)
→ -11% | -3% | 2% | -2% | -17% | 6% | -8%
Cc1nc(SCC(=O)Nc2nsc(-c3ccc(C(C)(C)C)cc3)n2)c2c3c(sc2n1)CCCC3
→ -15% | 0% | 6% | -1% | -9% | 3% | -1%
Cn1nc(C(=O)NCc2ccc(Cl)cc2)c2c1-c1ccccc1S(=O)(=O)C2
→ -10% | -1% | 13% | -1% | -8% | -2% | -2%
CCOc1ccc(CNC(=O)CCn2c(=O)c3cccn3c3cccnc32)cc1
→ 0% | 1% | -25% | 0% | 1% | 0% | -4%

One compound at a time (already shown):
Entry for Cc1nc(SCC(=O)Nc2nsc(-c3ccc(C(C)(C)C)cc3)n2)c2c3c(sc2n1)CCCC3 → FH mod = -15%; B2AR arrestin ag = 0%; NTMT1 inh = 6%; TSG101-PTAP inh = -1%; p53null 39C kill = -9%; GALK inhibitor = 3%; p53null 32C kill = -1%
Entry for Cn1nc(C(=O)NCc2ccc(Cl)cc2)c2c1-c1ccccc1S(=O)(=O)C2 → FH mod = -10%; B2AR arrestin ag = -1%; NTMT1 inh = 13%; TSG101-PTAP inh = -1%; p53null 39C kill = -8%; GALK inhibitor = -2%; p53null 32C kill = -2%

Other records follow:
Results follow in this order: FH mod | B2AR arrestin ag | NTMT1 inh | TSG101-PTAP inh | p53null 39C kill | GALK inhibitor | p53null 32C kill
Cc1ccc(C(=O)Nc2nc3n(n2)C(c2ccccc2)C=C(c2ccccc2)N3)cc1 (centres undefined)
→ 2% | 1% | 16% | -1% | 11% | 2% | 4%
CCOC(=O)C1(C)C=C(Nc2ccc(C)cc2)C(=O)N1c1ccccc1 (centres undefined)
→ -13% | 0% | 4% | -2% | 0% | u | 8%
CCc1ccc(NC(=O)[C@H](CSCc2ccccc2)N2Cc3ccccc3C2=O)cc1
→ -14% | 0% | 9% | -2% | 12% | 0% | -1%
CC(=O)c1cccc(NC(=O)CSc2nnc3ccc(-c4ccc(F)cc4)nn23)c1
→ -1% | -3% | 0% | 1% | 11% | -2% | 7%
CCOc1ccc(-c2cc(C(=O)NCCc3ccc(OC)c(OC)c3)c3c(-c4ccc(F)cc4)[nH]nc3n2)cc1
→ 3% | -3% | 0% | 0% | 3% | -3% | -16%
COc1ccc(NC(=O)Cn2c(=O)oc3cc(S(=O)(=O)NC4CCCC4)ccc32)cc1OC
→ -1% | 1% | -4% | 0% | 17% | 0% | 5%
Cc1ccc(Nc2c3c(nc4nncn24)CCC3)c(C)c1
→ 1% | -1% | 10% | -7% | -5% | -1% | 0%
Cc1ccc2[nH]c(CSc3nnc(NC(=O)c4ccccc4C)s3)cc(=O)c2c1
→ 2% | 1% | u | 24% | 8% | 4% | 13%
CCCN(C(=O)c1cc2c(=O)[nH]c3ccc(C)cc3c2s1)c1ccc(CC)cc1
→ -3% | 1% | 12% | -6% | -3% | -1% | -5%
CS(=O)(=O)N1CCc2cc(C(=O)Nc3ccc(C(F)(F)F)cc3)ccc21
→ -3% | -1% | 13% | -1% | u | 2% | -6%
COc1cccc(C(=O)c2cn(CC(=O)NCc3ccccc3Cl)c3nc(C)ccc3c2=O)c1
→ 6% | 0% | u | 3% | -19% | -2% | -2%
Cc1ccc(CN2CCSc3ccc(C(=O)Nc4ccc(C)cc4)cc32)cc1
→ -2% | 0% | 14% | 2% | -26% | 1% | -16%
CC1CCCCN1CCNC(=O)c1ccc(Cn2c(SCc3ccccc3)nc3cccnc32)cc1 (centres undefined)
→ -11% | 0% | u | -14% | 16µM* | 0% | 13µM*
O=C(c1ccc2c(c1)N(Cc1cccc(Cl)c1)C(=O)c1ccccc1S2(=O)=O)N1CCCCCC1
→ -17% | -2% | 9% | -3% | 20% | 3% | 31%[activator]
Cc1cc(=O)n(Cc2c(F)cccc2Cl)c2c1c(C)nn2-c1cccc(F)c1
→ -3% | -1% | 1% | -1% | 13% | 0% | 0%
Cc1ccc(NC(=O)N2CCN(c3nnc(C)c4c(C)n(-c5ccccc5)nc34)CC2)cc1Cl
→ -1% | 0% | u | -1% | -2% | 1% | 6%
CCOc1ccc(CCNC(=O)C(C)n2nc(C)n3c(cc4occc43)c2=O)cc1OCC (centres undefined)
→ -4% | -3% | -2% | -2% | 1% | 7% | -6%
Cc1cc2c(cc3c(SCc4cccc(Cl)c4)nnc(C)n32)o1
→ -29% | 2% | 0% | -7% | -15% | 0% | 2%
CCc1ccc2[nH]cc(S(=O)(=O)c3ccc(C(C)C)cc3)c(=O)c2c1
→ 10% | 0% | 10% | -3% | 11% | -10% | u
